High-throughput results: PubChem BioAssay, Sanford-Burnham Center for Chemical Genomics
MKP-3 inhibition: MKP-3 phosphatase inhibitors, primary screen, biochemical, rat enzyme, in vitro (AID 425). inhibition, % at 20 µM; hits with a dose series show IC50 in µM. recombinant MKP-3 phosphatase activity, fluorescence; higher % means a stronger effect. actives 0.17% (n = 110,000). Dual specificity protein phosphatase 6 (Rattus norvegicus); in the data active = inhibition above about 50%;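 also: plate controls were vehicle for no effect and reference inhibitor for full effect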
Hsp70 inhibitors: Hsp70 inhibitors, probe displacement, primary screen, biochemical, fluorescence polarization (AID 583) | Hsp70 fluorescence polarization probe displacement, mP; higher % means a stronger effect | displacement, % at 20 µM, or IC50 in µM where a hit was titrated | actives 0.06% (n = 140,000); in the data active = displacement above about 50%;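 also: plate controls were vehicle for no effect and reference ligand for full effect; a part of the inactive calls stands beside numbers as strong as those of hits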
Starred values were filed as active, the others as inactive; x = not tested or not shown; & = joins results of further samples.

SMILES	MKP-3 inhibition	Hsp70 inhibitors
CN(C)c1ccc(NC(=O)/C=C\C(=O)O)cc1	1%	2.5%
CN1CCN(S(=O)(=O)c2ccc3c4c(cccc24)C(=O)N3)CC1	-3%	-2.0%
c1ccc2c(c1)NC(CN1CCOCC1)CO2 (stereo not given)	4%	-1.4%
Cc1c2cnn(-c3ccccc3)c(=O)c2c(C)n1CCCC(=O)N1CCN(C)CC1	8%	2.2%
CC(C)(C)NC(=O)NC(=O)COC(=O)c1cc(=O)[nH]c2ccccc12	x	1.8%
C=CCn1c(C)cc(C(=O)CSc2nnc3c(Cl)cc(Cl)cn23)c1C	x	2.3%
Cc1ccc2[nH]c(=O)c(CN(Cc3ccco3)S(=O)(=O)c3c(C)ccc4nsnc34)cc2c1	1%	0.8%
C(=N\Nc1ncnc2sc3c(c12)CCC3)/c1ccco1	1%	2.4%
C=CCn1c(SCC(=O)Nc2cc(OC)c(NC(=O)c3ccco3)cc2OC)nnc1-c1ccncc1	x	0.7%
COc1cc(/C=C2/SC(=S)N(c3ccccc3)C2=O)cc(Cl)c1OCc1ccccc1	-4%	1.9%
CCc1c(C)c2ccc(O)c(CN(C)C)c2oc1=O	-1%	-1.7%
O=C(NCC(=O)N(Cc1cccs1)C(C(=O)NC1CCCC1)c1ccco1)c1cccs1 (stereo not given)	-3%	-1.3%
CCN(CC)S(=O)(=O)c1ccc(C(=O)NCc2nnc(SCC(=O)OC)n2C)cc1	-6%	-3.1%
COc1ccc(OC)c(S(=O)(=O)N2CCN(c3ccccn3)CC2)c1	x	-10%
COc1ccc(CC(=O)NNC(=O)c2ccc(SCc3cc(F)ccc3F)c([N+](=O)[O-])c2)cc1	x	0.7%
CCn1c(C(O)c2ccc3c(c2)OCO3)nc2ccccc21 (stereo not given)	-3%	-2.3%
CCOc1ccccc1OCc1nn2c(-c3ccc(C)cc3)nnc2s1	-13%	-0.5%
CC(=O)NS(=O)(=O)c1ccccc1	-10%	3.0%
CCOC(=O)N1CCN(CC(=O)Nc2ccc(Oc3ccccc3)cc2)CC1	x	0.4%
CCN1CCN(Cc2c(OC)ccc3ccccc23)CC1	-3%	5.7%
Cc1noc(C)c1S(=O)(=O)NCc1ccc2c(c1)OCO2	-2%	-4.0%
CCC(=O)NC(Nc1cc(C)on1)(C(F)(F)F)C(F)(F)F	-4%	-2.1%
CN1CCN(Cc2c(O)ccc3c(-c4ccccc4)cc(=O)oc23)CC1	3%	3.5%
CC(=O)c1ccc(Nc2ncnc3c2oc2ccccc23)cc1	6%	-24%
O=C(O)c1ccc(NC2=C(N3CCCCC3)C(=O)c3ccccc3C2=O)cc1	2%	-1.5%

Sorted by the number under Hsp70 inhibitors (descending): 6 of the compounds above
SMILES	MKP-3 inhibition	Hsp70 inhibitors
C(=N\Nc1ncnc2sc3c(c12)CCC3)/c1ccco1	1%	2.4%
COc1cc(/C=C2/SC(=S)N(c3ccccc3)C2=O)cc(Cl)c1OCc1ccccc1	-4%	1.9%
CN1CCN(S(=O)(=O)c2ccc3c4c(cccc24)C(=O)N3)CC1	-3%	-2.0%
CCC(=O)NC(Nc1cc(C)on1)(C(F)(F)F)C(F)(F)F	-4%	-2.1%
COc1ccc(OC)c(S(=O)(=O)N2CCN(c3ccccn3)CC2)c1	x	-10%
CC(=O)c1ccc(Nc2ncnc3c2oc2ccccc23)cc1	6%	-24%

Fetched one by one from the entries so far:
SMILES	MKP-3 inhibition	Hsp70 inhibitors
C=CCn1c(SCC(=O)Nc2cc(OC)c(NC(=O)c3ccco3)cc2OC)nnc1-c1ccncc1	x	0.7%
CCC(=O)NC(Nc1cc(C)on1)(C(F)(F)F)C(F)(F)F	-4%	-2.1%

The results go on.
SMILES	MKP-3 inhibition	Hsp70 inhibitors
CCOc1ccc2[nH]c(=O)c(C(c3nnnn3C3CCCCC3)N3CCN(C)CC3)cc2c1 (stereo not given)	2%	-0.7%
COC(=O)c1c(C(=O)NCc2ccccc2)ncn1CC(O)COc1ccccc1 (stereo not given)	-7%	-4.0%
CC(=O)Nc1cc(S(=O)(=O)C(F)(F)F)ccc1Cl	-8%	-4.5%
OCCN1CCOCCN(CCO)CCN(CCO)CC1	-1%	8.4%
COC(=O)c1ccc(-n2ncnc2-c2cccc(Br)c2)cc1	2%	-4.0%
COc1ccccc1C(=O)NC(=Nc1nc2ccccc2o1)NC(=O)c1ccccc1OC	-3%	2.7%
COC(=O)COc1ccc(S(=O)(=O)NCc2cccnc2)cc1	-3%	1.4%
Cc1ccc(-c2cc(C(=O)O)c3ccccc3n2)c(C)c1	-1%	2.6%
CCOC(=O)C1=C(CSc2nccn2C)NC(=O)NC1c1cc(C)ccc1C (stereo not given)	x	-1.7%
O=C(c1ccc([N+](=O)[O-])cc1)N1CCN(Cc2ccc(F)cc2)CC1	4%	-3.1%
CN(C)S(=O)(=O)c1ccc2[nH]cc(/C=C/c3nc4ccccc4c(=O)n3-c3ccccc3)c2c1	x	-0.2%
O=[n+]1c2c(n([O-])c3cc(F)c(N4CCCC4)cc31)CCCC2	10%	24%
COc1cccc(-n2nnnc2SCC(=O)Nc2ccc(C(C)=O)cc2)c1	x	-3.1%
OC(COCC1CC=CCC1)Cn1c2ccccc2c2ccccc21 (stereo not given)	6%	-3.9%
Cc1cccc(NC(=O)C2CC(=O)OC23CCCCC3)c1 (stereo not given)	x	3.5%
CCCOc1ccccc1-n1sc2c(c1=S)-c1cc(OC)cc3c1N(C(=O)C3=O)C2(C)C	x	10%
CCCC(=O)Nc1cccc(NC(=O)COc2ccccc2C)c1	3%	1.8%
COC(=O)c1sccc1NC(=O)CN1CCN(c2ccc(F)cc2)CC1	-11%	1.3%
COc1cc(/C=C2/N=C(c3ccccc3)OC2=O)cc(Cl)c1OC(C)=O	4%	-9.2%
COc1ccc(OCC(=O)NNC(=O)c2ccccc2C)cc1	0%	-3.9%
CCOC(=O)C1=C(C)N=C2SCC(=O)N2C1c1ccc(F)cc1 (stereo not given)	0%	1.1%
O=C(CC1COc2ccccc2O1)NCc1ccccc1 (stereo not given)	-8%	x
CC(C)C(c1nnnn1C1CCCCC1)N1CCc2ccccc21 (stereo not given)	x	3.8%
COC(=O)c1cc(Br)c(=O)n(-c2cc(C)on2)c1	3%	-0.6%
COc1cccc(/C=C2/C=C(c3ccc(C)cc3)OC2=O)c1OC(C)=O	-1%	-0.3%

Overlap with the part before: 4 entries; new compounds follow.
SMILES	MKP-3 inhibition	Hsp70 inhibitors
O=C(CC1COc2ccccc2O1)NCc1ccccc1 (stereo not given)	-8%	x
CC(C)C(c1nnnn1C1CCCCC1)N1CCc2ccccc21 (stereo not given)	x	3.8%
COC(=O)c1cc(Br)c(=O)n(-c2cc(C)on2)c1	3%	-0.6%
COc1cccc(/C=C2/C=C(c3ccc(C)cc3)OC2=O)c1OC(C)=O	-1%	-0.3%
COC(=O)c1c(NC(=O)c2c(C)noc2C)sc2c1CCCCCC2	-8%	0.6%
NS(=O)(=O)c1cccc(C(=O)Nc2ccccc2)c1	2%	-0.3%
OCCN1CCN(C(=S)c2ccc(Cl)cc2)CC1	-3%	3.3%
CC1CCCCN1Cc1ccc(N)cc1 (stereo not given)	x	-3.4%
CCOc1ccccc1N=C1NC(=O)CS1	x	3.7%
COC(=O)C1=C(NC(=O)c2ccc(C)c(C)c2)CCS1	6%	x
CCOc1ccccc1NC(=O)CN(Cc1ccccc1)S(=O)(=O)c1ccccc1	0%	2.5%
CSc1ccccc1NC(=O)c1ccccc1N(Cc1ccccc1)S(C)(=O)=O	x	-1.8%
Cn1ncc(Cl)c1C(=O)Nc1sc2c(c1C(N)=O)CCC2	x	-5.2%
CC1CC(C)(C)N(C(=O)NC2CCCCC2)c2ccccc21 (stereo not given)	x	1.6%
Cc1cc(C)nc(NS(=O)(=O)c2cccs2)c1	-5%	-0.2%
Cc1nc(NC(=O)CN(C)S(=O)(=O)c2ccc(Br)cc2)sc1C	x	-0.8%
Cc1ccc(F)c(NC(=O)C2CC(=O)N(c3ccc(Cl)cc3)C2)c1 (stereo not given)	-2%	3.7%
CCCCOCCCNC(=O)c1ccccc1OCC	-6%	-4.4%
CCn1c(C)cc2c(c1=O)C(c1ccc3c(c1)OCO3)C(C#N)=C(N)O2 (stereo not given)	x	-1.8%
O=C(NCC1CCCO1)c1cc2ccccc2[nH]1 (stereo not given)	-4%	-0.3%
CCN(CC)/C(=N/S(=O)(=O)c1ccc(C)cc1)c1ccccc1	x	9.5%
O=C(Nc1ccc(Cl)cn1)C1CCCN1S(=O)(=O)c1cccc2ccccc12 (stereo not given)	x	2.0%
CCCN(CCC)C(=O)c1ccc2c(c1)N(Cc1ccccc1)C(=O)CS2=O (stereo not given)	-5%	2.6%
COc1ccc(C(N)CCc2ccc(C)o2)cc1 (stereo not given)	0%	0.4%
CC1CCC(NC(=O)CN2C(=O)C3CCCN3c3ncc(Cl)cc32)CC1 (stereo not given)	0%	-42%
O=c1[nH]c(SCc2n[nH]c(=S)n2-c2ccccc2)nc2ccccc12	-1%	6.5%
Cc1ccc(S(=O)(=O)NC(=NCC(=O)O)c2ccccc2)cc1	-8%	5.5%
CC1CCCN(C(=O)Cc2ccc(Br)cc2)C1 (stereo not given)	2%	-0.8%
COC(=O)c1ccc(CSc2nnc3ccccn23)o1	-1%	-2.7%

Taken from above:
Hsp70 inhibitors, CCN(CC)/C(=N/S(=O)(=O)c1ccc(C)cc1)c1ccccc1 = 9.5%
MKP-3 inhibition, CC1CCC(NC(=O)CN2C(=O)C3CCCN3c3ncc(Cl)cc32)CC1 (stereo not given) = 0%

(list continues)
SMILES	MKP-3 inhibition	Hsp70 inhibitors
COc1ccc(OCCOCCN2CCC(C)CC2)cc1	-1%	-5.3%
COc1ccc(C2OC(=O)CC2C(=O)NC2CCCC(C)C2C)cc1OC (stereo not given)	x	-0.5%
Cn1c(N)c(C(=O)COC(=O)Cn2cc(C(F)(F)F)ccc2=O)c(=O)n(C)c1=O	-1%	3.2%
COc1ccc(S(=O)(=O)N2CCCCC2C(=O)O)cc1 (stereo not given)	x	-0.8%
O=C(CCC(=O)Nc1ccccc1)N/N=C/c1ccncc1	0%	2.0%
CC(C)CCn1c(SCC(N)=O)nc2c1c(=O)n(C)c(=O)n2C	0%	-1.2%
CN1CCN(CC(C)(C)NS(=O)(=O)c2ccc(Cl)cc2)CC1	2%	-0.2%
CC(OC(=O)c1cccs1)C(=O)NCC1CCCO1 (stereo not given)	-12%	x
O=C(NCc1ccco1)C(c1cccs1)N(Cc1ccccc1)C(=O)Cn1nnc2ccccc21 (stereo not given)	-6%	-4.5%
CC1CCN(C(=S)Nc2ccccc2)CC1	-2%	-1.7%
Cc1ncc(C23CC4CC(CC(C4)C2)C3)[nH]1	-1%&-1%	1.8%&-2.1%
CCOC(=O)N1CCN(C(=O)c2cn(-c3ccc(C)c(C)c3)c(=O)c3ccccc23)CC1	-1%	-0.7%
CCc1nnc(NC(=O)CSc2nnc(-c3ccccc3OC)n2-c2ccc(C)cc2)s1	x	5.2%
COC(=O)/C(=C1/Oc2cc3c(cc2S1)OCO3)C(F)(F)F	-7%	1.1%
O=C(CSc1nccc(=O)[nH]1)N1CCCc2ccccc21	-12%	6.0%
O=C(COC(=O)c1cccc(S(=O)(=O)N2CCOCC2)c1)Nc1nc(-c2ccccc2Cl)cs1	x	4.3%
Cc1ccc(C)n1-c1ccccc1N	x	5.7%
O=C(c1cn(-c2ccccc2)nc1-c1cccs1)N(CCO)Cc1ccccc1	x	2.4%
O=C(COc1ccc2ccccc2c1)Nc1cc(Cl)ccc1Cl	4%	0.3%
CSc1nc(N2CCCC2)c2c(c1C#N)CC(C)(C)OC2	-4%	-4.6%
CN(C)S(=O)(=O)N1CCN(CC(O)COc2ccc3cc(Br)ccc3c2)CC1 (stereo not given)	5%	5.2%
Nc1ccc(-c2cc(-c3ccc(N)cc3)nc(-c3ccc(N)cc3)n2)cc1	-4%	1.4%
CCN1CCN(Cc2c(O)ccc3c(=O)c(-c4ccccc4OC)coc23)CC1	-2%	x
CCOCCCNc1nc(=S)[nH]c2cc(OC)c(OC)cc12	-6%	-3.8%
COc1ccc(CNc2nc(-c3cccnc3)nn2C(=O)c2cccs2)cc1	-8%	-4.6%
Later entries
SMILES	MKP-3 inhibition	Hsp70 inhibitors
COc1ccc(C2N3CC4(C)CN2CC(C)(C3)C4)cc1OC (stereo not given)	-3%	-1.8%
Cc1cccc2cc3c(N)c(C#N)sc3nc12	-14%	1.5%
Cc1nn(-c2ccccc2)c2c1C(c1ccco1)C(C#N)=C(N)O2 (stereo not given)	-4%	-3.2%
Cn1ncc(N=Cc2ccc([N+](=O)[O-])cc2)c1C(=O)N1CCOCC1	x	2.3%
O=C(NCCc1ccccc1)C1CCCN(S(=O)(=O)c2cccnc2)C1 (stereo not given)	5%	-2.5%
CCOC(=O)c1cccc(-c2ccc(/C=C3\Sc4ccccc4C3=O)o2)c1	0%	-42%
C=CCSc1nc(C)c(CC(=O)OCC(C)C)c(=O)[nH]1	-15%	0.0%
COc1ccccc1OCC(=O)Nc1ccc(S(=O)(=O)N2CCCCCC2)cc1	3%	0.6%
COc1ccc(OC)c(NC(=O)Cc2coc3ccc(C)cc23)c1	-2%	4.3%
COc1ccc(C(=S)N(C)C)cc1OC	-4%	-1.5%
O=C(COc1ccccc1)n1nc(-c2ccc(Cl)cc2)nc1NCc1ccco1	-9%	-2.6%

These rows are one share of the data. The share of hits here may be higher or lower than overall.
